Bioassay records: PubChem BioAssay, several laboratories
TCR CD3 inh: inhibitors of human TCR-CD3 interaction. 360,000 compounds, 0.37% hits. inhibition, % at 9.4 µM. TAMRA-labeled TCR probe fluorescence, biochemical; in the data active = inhibition above about 19%;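 note: recombinant mutant TCR 2C K166C tagged with TAMRA read by polarization; 0% = receptor in buffer alone and 100% = receptor with positive control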
MBD2 DNA inh: MBD2-methylated oligo binding inhibition; inhibition, % at 4.4 µM; 370,000 compounds, 0.31% hits; TR-FRET, MBD2 binding to methylated oligonucleotide; Q9UBB5; in the data active = inhibition above about 13%
rCAG RNA binder: r(CAG) repeat RNA binding | TO-PRO-1 dye displacement fluorescence | inhibition, % at 3 µM | 370,000 compounds, 1.3% hits | AID 651821;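 active = inhibition above the plate cutoff, the mean of all test compounds on that plate plus 3 SD, cut at about 35% in these data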;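 note: 0% = DMSO alone and 100% = 100 µM mitoxantrone as full dye displacement; higher means more dye released from RNA so lower well fluorescence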
UHRF1 binding: blocks human UHRF1 binding to methylated DNA; 370,000 compounds, 0.75% hits; Q96T88; inhibition, % at 4.4 µM; UHRF1 binding to methylated oligo, TR-FRET; in the data active = inhibition above about 21%;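 note: UHRF1 SRA domain binding a hemimethylated CpG hairpin DNA probe; 0% = median of test compound wells and 100% = reference inhibitor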
LEDGF integ inh: blocks HIV-1 LEDGF/p75-dependent DNA integration | 370,000 compounds, 0.64% hits | TR-FRET IN-LEDGF/p75 DNA integration, Eu/Cy5 | inhibition, % at 3.7 µM;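 active = inhibition above the screen-wide mean plus 3 SD, cut at about 13% in these data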;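 note: signal is the Cy5 over europium emission ratio at 671 and 618 nm; 0% = plate median of compound wells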
PRMT1 inh: PRMT1 (human) inhibition, primary screen; Q99873; 370,000 compounds, 1.3% hits; recombinant PRMT1, activity-based probe fluorescence polarization; inhibition, % at 2.79 µM;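 active = inhibition above about 21% made by adding two undisclosed values, limit read from the data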
Target sequence (Q99873 whole entry, looked up): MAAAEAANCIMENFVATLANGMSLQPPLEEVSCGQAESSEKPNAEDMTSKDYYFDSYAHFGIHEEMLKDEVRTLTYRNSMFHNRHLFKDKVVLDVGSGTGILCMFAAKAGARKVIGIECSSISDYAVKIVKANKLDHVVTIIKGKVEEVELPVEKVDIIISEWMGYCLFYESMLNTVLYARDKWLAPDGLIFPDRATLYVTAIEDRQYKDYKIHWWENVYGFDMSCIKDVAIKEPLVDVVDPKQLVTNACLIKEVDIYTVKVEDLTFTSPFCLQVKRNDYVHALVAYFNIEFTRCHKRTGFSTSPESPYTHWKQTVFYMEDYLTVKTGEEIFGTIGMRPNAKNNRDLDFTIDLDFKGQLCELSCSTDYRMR
ABHD4 inh: ABHD4 (mouse) inhibition, primary FP screen. Q8VD66. 370,000 compounds, 0.54% hits. purified mABHD4, FP-Rh probe fluorescence polarization. inhibition, % at 8.92 µM. AID 720543;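 active = inhibition exceeding the mean over every tested compound plus 3 SD, cut at about 30% in these data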;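 note: 0% = plate median of compound wells and 100% = S159A mutant with DMSO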
Target sequence (Q8VD66 whole entry, looked up): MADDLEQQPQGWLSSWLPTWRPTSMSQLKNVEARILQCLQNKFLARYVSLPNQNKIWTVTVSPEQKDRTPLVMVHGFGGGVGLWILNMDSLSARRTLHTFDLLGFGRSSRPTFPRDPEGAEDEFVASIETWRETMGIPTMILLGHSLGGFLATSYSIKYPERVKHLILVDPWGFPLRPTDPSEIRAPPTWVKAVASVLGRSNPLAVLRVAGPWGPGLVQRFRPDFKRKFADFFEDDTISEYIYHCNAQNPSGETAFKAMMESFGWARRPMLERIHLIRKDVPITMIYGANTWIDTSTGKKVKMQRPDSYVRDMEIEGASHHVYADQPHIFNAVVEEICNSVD
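Assay system: mABHD4 protein; medium: HEPES pH 7.0, NaCl, Pluronic buffer; dosing: 8.92 µM, single dose; schedule: 45 min + 60 min at 25 °C; signal: FP readout, ex 525 nm / em 598 nm; read-out: normalized percent inhibition of probe labeling; repeats: single replicate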
PG9 binder: binds the HIV-1 gp120 antibody PG9; TR-FRET gp120-PG9 antibody binding; inhibition, % at 6.7 µM; 360,000 compounds, 0.43% hits; in the data active = inhibition above about 8.5%
HTRA1 inh: inhibitors of human serine peptidase HTRA1; recombinant HTRA1, FP-rhodamine activity-based probe, fluorescence polarization; inhibition, % at 5.96 µM; 340,000 compounds, 0.5% hits; AID 504803; in the data active = inhibition above about 36%;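 note: 0% = enzyme with DMSO and 100% = wells lacking enzyme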
NR1D1 modulator: modulators of human Rev-erb alpha DNA binding. activity, % at 10 µM. 370,000 compounds, 0.79% hits. Rev-erbα–FITC-DNA binding, fluorescence polarization, 90 min. P20393;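 active = activity above about 14%, limit read from the data; passing the limit was not always enough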;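 note: 0% = DMSO wells with 35 nM protein and 100% = DMSO wells with 750 nM protein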
An asterisk follows results filed as active; x = no result given.

Compound	TCR CD3 inh	MBD2 DNA inh	rCAG RNA binder	UHRF1 binding	LEDGF integ inh	PRMT1 inh	ABHD4 inh	PG9 binder	HTRA1 inh	NR1D1 modulator
N#CC1=CC2CN(Cc3ccccc3)C1C1C(=O)N(c3ccccc3)C(=O)C21 (configuration not stated)	-8	-1	3	1	1	2	-2	0.8	5	-2
O=C(c1c(F)cccc1F)N1CCCC(c2nc(-c3ccc(F)cc3)no2)C1 (configuration not stated)	-1	0	-8	-2	2	3	5	-0.2	-7	-5
COc1ccccc1C1CC(c2ccc(Cl)cc2Cl)Nc2nc(N)nn21 (configuration not stated)	0	-1	-2	1	-1	-1	7	-0.2	0	1
Cc1ccc(Nc2nc(COC(=O)C3CC3)cs2)cc1	-6	0	-2	1	-4	7	5	0.8	-1	3
CCOC(=O)c1ccc(N(CC(=O)NC2CCCCC2)C(=O)CNC(=O)c2ccco2)cc1	-7	-2	-5	0	2	0	3	-2.8	-4	-4
C=CCN1[C@@H](Cc2ccccc2)COc2cccc(N3CCCC3)c2S1(=O)=O	x	4	10	4	-3	3	-3	x	x	1
Cc1ccc(NC(=O)OC2CC3CC2[C@H]2CCCCN2[C@H]3Cc2ccccc2)cc1 (some centres not stated)	x	-2	1	-1	4	-2	2	x	x	4
C=CC[N@@+]12CC[C@]34c5ccccc5N5/C=C6\C7N(/C=C(\C53)[C@@H](C[C@@H]41)/C(=C/CO)C2)c1ccccc1[C@@]71CC[N@@+]2(CC=C)C/C(=C\CO)[C@@H]6C[C@@H]12 (some centres not stated)	4	-3	13	1	5	0	-5	-2.2	-4	1
COCCNC(=O)C(c1ccc(F)cc1)N(CCOC)C(=O)CCC(=O)Nc1nccs1 (configuration not stated)	2	4	-3	15	2	-1	-1	-3.2	8	-4
CN1CCN(C(=O)c2cc3c(C(F)(F)F)nn(C)c3s2)CC1	3	1	1	3	5	-1	-2	0.6	2	-4
Cc1ccc(NC(=O)CN(C)C(=O)c2cccc(S(=O)(=O)NCc3ccco3)c2)cc1	5	1	6	0	2	0	0	-1.4	5	-4
CCOC(=O)Cc1csc(NC(=S)NC(=O)C(C)(C)C)n1	-4	5	-5	-2	0	0	1	1.5	0	0
O=C(Cc1ccsc1)NCC(c1ccco1)N1CCCCC1 (configuration not stated)	6	-6	0	25*	0	-2	2	0.4	-3	-2
Cc1ccc(CS(=O)Cc2ccc(C(=O)NCc3ccccc3Cl)o2)cc1 (configuration not stated)	0	9	-4	4	-2	7	-18	0.3	4	-1
CC1(C(=O)NS(=O)(=O)c2cccc(C#N)c2)CCN1C(=O)C/C=C/c1ccccc1 (configuration not stated)	-6	6	5	2	-3	6	6	1.3	x	0
Cn1c(=O)[nH]c(=O)c2c1nc(N1CCCCCC1)n2Cc1cccc2ccccc12	-6	5	1	0	-3	4	-14	1.9	-8	1
CCc1cc(C(=O)N(Cc2ccccc2)c2c(N)n(CCOC)c(=O)[nH]c2=O)sc1C	6	0	-1	-1	3	-4	-6	-1.1	1	-4
Cc1cccc(Cn2ccc(N)n2)c1	8	2	0	1	1	1	4	-0.8	-5	-1
COc1ccc(S(=O)(=O)Nc2cccc3c2O[C@H](CN(C)S(=O)(=O)c2ccccc2)[C@@H](C)CN([C@H](C)CO)C3=O)cc1	1	0	1	1	1	-1	2	-2.7	-10	4
COC(=O)C1CCCN1C(=O)C1CCCN1C(=O)CNC(=O)OCc1ccccc1 (configuration not stated)	5	11	-3	0	-2	1	5	-1.7	5	3
COc1ccc(N=c2oc3cc(O)ccc3cc2C(=O)Nc2ccccn2)cc1OC	-1	0	0	-2	0	0	5	-1.0	7	-5
O=C(Nc1nncs1)c1cc(-c2ccncc2)nc2ccc(Cl)cc12	3	-6	3	-1	3	2	-1	-2.8	5	1
CCOC(=O)COc1c(OC)cc(Cl)cc1C1NC(=O)NC(C)=C1C(C)=O (configuration not stated)	5	-1	-1	0	-2	-1	6	-2.9	-1	5
COc1ccc(CCNC(=O)c2ccc(NS(=O)(=O)c3ccc4[nH]c(=O)[nH]c4c3)cc2)cc1OC	3	-4	3	0	-6	3	-2	0.4	-3	-4
COc1cccc(C(C[N+](=O)[O-])c2c(C)[nH]n(-c3ccccc3)c2=O)c1 (configuration not stated)	0	-8	5	-9	1	-1	-1	-4.4	8	5
Cc1c(Br)c([N+](=O)[O-])nn1CCCC(=O)Nc1c(C)n(C)n(-c2ccccc2)c1=O	-1	4	0	-2	-1	0	-1	1.1	-1	4
Cc1ccsc1/C=N/n1c(-c2ccco2)n[nH]c1=S	-1	3	11	-2	-3	14	0	2.2	2	-6
CC(C)(C)OC(=O)N/N=C/c1cccc([N+](=O)[O-])c1	0	-2	-1	0	-1	0	1	-1.7	-17	-1
CCOC(=O)C(=N/O)/C(C)=N/NC(=O)C(=O)Nc1cc(Cl)ccc1Cl	16	-6	1	-4	1	-2	9	-3.6	33	-3
O=C(CCCn1c(=O)c2cccn2c2cccnc21)NCCc1ccc(Cl)cc1	-3	3	-2	4	1	-1	-1	-0.5	5	-3

The list goes on, starting with the last 6 of the part before.
Compound	TCR CD3 inh	MBD2 DNA inh	rCAG RNA binder	UHRF1 binding	LEDGF integ inh	PRMT1 inh	ABHD4 inh	PG9 binder	HTRA1 inh	NR1D1 modulator
COc1cccc(C(C[N+](=O)[O-])c2c(C)[nH]n(-c3ccccc3)c2=O)c1 (configuration not stated)	0	-8	5	-9	1	-1	-1	-4.4	8	5
Cc1c(Br)c([N+](=O)[O-])nn1CCCC(=O)Nc1c(C)n(C)n(-c2ccccc2)c1=O	-1	4	0	-2	-1	0	-1	1.1	-1	4
Cc1ccsc1/C=N/n1c(-c2ccco2)n[nH]c1=S	-1	3	11	-2	-3	14	0	2.2	2	-6
CC(C)(C)OC(=O)N/N=C/c1cccc([N+](=O)[O-])c1	0	-2	-1	0	-1	0	1	-1.7	-17	-1
CCOC(=O)C(=N/O)/C(C)=N/NC(=O)C(=O)Nc1cc(Cl)ccc1Cl	16	-6	1	-4	1	-2	9	-3.6	33	-3
O=C(CCCn1c(=O)c2cccn2c2cccnc21)NCCc1ccc(Cl)cc1	-3	3	-2	4	1	-1	-1	-0.5	5	-3
NC(=O)CC(NC(=O)c1cccc(Br)c1)c1ccc(N2CCCCCC2)c([N+](=O)[O-])c1 (configuration not stated)	6	2	4	0	2	1	2	-3.5	-11	-1
Cc1c(-n2cc(C(=O)O)c(=O)c3cc(F)c(N4CCCC4)c(F)c32)c(=O)n(-c2ccccc2)n1C	3	1	0	3	1	1	3	-0.3	5	2
CCS(=O)(=O)N1CCC(C(=O)Oc2ccc(C)c(C)c2)CC1	3	0	-7	3	-4	3	-3	-1.1	1	1
Cn1nc(C(=O)Nc2ccc3c(c2)OCCO3)c2ccccc2c1=O	5	0	4	-1	3	0	-3	-0.6	3	-7
NC(=O)CC(NC(=O)c1ccccc1)c1ccc(NC2CCCC2)c([N+](=O)[O-])c1 (configuration not stated)	-6	3	9	2	-1	0	0	2.0	4	0
CN(Cc1cccs1)C(=O)Cn1cnc2cc([N+](=O)[O-])ccc2c1=O	-10	2	4	3	-6	3	3	-3.7	8	3
CCC[C@H]1[C@@H](NC(=O)c2ccc(OC)cc2)CC[C@@]23CCCN2C(=O)CCC[C@@H]13	x	-2	x	-1	1	-3	2	x	x	-3
NC(=S)NN=Cc1nccc2c(C(F)(F)C(F)(F)C(F)(F)F)cccc12	-1	-3	10	-4	0	-4	18	0.0	68*	0
COC(C[C@H]1O[C@@H]1[C@@H](O)COCc1ccccc1)OC	0	-2	-1	-1	2	0	1	-2.6	2	-2
COc1ccc(C)cc1NC(=O)C(Sc1nnnn1C)c1ccccc1 (configuration not stated)	0	0	-3	-1	3	-3	-5	-0.7	-15	-1
C=C(CN(C)C)C(=O)c1ccc(OC2OC(COC(C)=O)C(OC(C)=O)C(OC(C)=O)C2OC(C)=O)cc1 (configuration not stated)	3	1	16	-1	0	3	5	1.9	1	-1
COc1ccccc1NC(=O)CN1CCN(c2ccccc2OC)CC1	10	3	-4	-3	-1	-2	-2	0.9	3	2
COc1ccccc1C1CCN(c2ccc(CO)cc2[N+](=O)[O-])CC1	-9	2	-2	1	-1	3	5	1.5	5	-2
COC(=O)c1cc(S(=O)(=O)NCc2ccc(Br)cc2)c[nH]1	9	-4	2	-2	1	1	-5	0.0	1	1
CC(C)=N/N=C(\c1cccc([N+](=O)[O-])c1)C12CN3CN(CN(C3)C1)C2	2	-5	-2	-4	2	0	-3	-0.9	10	0

One compound at a time (already shown). Screens in order: TCR CD3 inh	MBD2 DNA inh	rCAG RNA binder	UHRF1 binding	LEDGF integ inh	PRMT1 inh	ABHD4 inh	PG9 binder	HTRA1 inh	NR1D1 modulator
Results for COc1ccc(C)cc1NC(=O)C(Sc1nnnn1C)c1ccccc1 (configuration not stated) → 0	0	-3	-1	3	-3	-5	-0.7	-15	-1
Results for CCC[C@H]1[C@@H](NC(=O)c2ccc(OC)cc2)CC[C@@]23CCCN2C(=O)CCC[C@@H]13 → x	-2	x	-1	1	-3	2	x	x	-3
Results for C=C(CN(C)C)C(=O)c1ccc(OC2OC(COC(C)=O)C(OC(C)=O)C(OC(C)=O)C2OC(C)=O)cc1 (configuration not stated) → 3	1	16	-1	0	3	5	1.9	1	-1
Results for NC(=O)CC(NC(=O)c1ccccc1)c1ccc(NC2CCCC2)c([N+](=O)[O-])c1 (configuration not stated) → -6	3	9	2	-1	0	0	2.0	4	0

Continued.
Compound	TCR CD3 inh	MBD2 DNA inh	rCAG RNA binder	UHRF1 binding	LEDGF integ inh	PRMT1 inh	ABHD4 inh	PG9 binder	HTRA1 inh	NR1D1 modulator
CC1(C)Cc2c(sc3nc(SCC(=O)NCc4ccco4)n(-c4ccccc4)c(=O)c23)CS1	5	-4	6	-3	-1	3	-10	8.0	-7	10
CCC1=NN(C(=O)Cc2ccc([N+](=O)[O-])cc2)C(O)(C(C)(C)C)C1 (configuration not stated)	-5	0	3	1	-1	4	-3	1.3	-4	4
CC(C)C[C@@H](NC(=O)C1CCC(CNC(=O)[C@@H]2CCCN2C(=O)OC(C)(C)C)CC1)C(=O)O (some centres not stated)	-4	-1	-2	-1	-2	3	2	1.3	-3	-3
Cc1cccc(OCc2ccc(C(=O)N3CCOCC3)o2)c1	4	-2	-4	-1	-1	3	2	-0.6	2	2
Cc1ccc(NC(=O)N2CCN(C(=O)C3CCCO3)CC2)cc1 (configuration not stated)	-3	4	-4	1	0	-1	15	-1.4	6	3
C[C@H](NC(=O)c1nc[nH]c1C(=O)N1CCc2ccccc2C1)C(=O)OCc1ccccc1	1	-5	-5	-8	3	1	-4	-0.9	-5	1

These rows are one share of the data; count on the stated rates, not on these rows.
